VLA-4 inh: inhibition in human VLA-4 binding assay, primary screen, VLA-4 allosteric modulator project, MLPCN library, flow cytometry, VLA-4 expressing cells. Integrin alpha-4 (Homo sapiens), P13612. ligand binding flow cytometry. inhibition, % (about 7 µM as worked out from the volumes in the protocol). actives 0.2% (n = 330,000); in the data active = inhibition above about 50%
GRK2 inh: compounds blocking aptamer binding on GRK2 – biochemical, human GRK2, bead flow cytometry, HTS, primary screen. FAM-aptamer displacement from GRK2. inhibition of aptamer binding, % at 10 µM. actives 0.59% (n = 330,000). AID 488847, 2010;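 active = inhibition of aptamer binding above 40%, roughly 3 SD of noise, on plates passing a quality check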;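 note: median bead fluorescence of bound FAM aptamer so fluorescent compounds give negative values; no value below 0 was filed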
BCLXL inh: inhibitors of human Bcl-xL, primary screen, biochemical, fluorescence polarization, HTS | Bcl-2-like protein 1 (Homo sapiens), Q07817 | AID 2129, 2009 | inhibition, % at 10.9 µM | actives 0.7% (n = 320,000) | GST-Bcl-xL / FITC-Bim BH3 peptide fluorescence polarization;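 active = inhibition above the mean of all tested compounds plus 3 SD, cutoff set per campaign, cut at about 30% in these data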;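 note: 0% = DMSO wells and 100% = unlabeled Bim-BH3 peptide competitor; inhibitors lower millipolarization by displacing the labeled peptide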
Target sequence (Q07817 whole entry, looked up): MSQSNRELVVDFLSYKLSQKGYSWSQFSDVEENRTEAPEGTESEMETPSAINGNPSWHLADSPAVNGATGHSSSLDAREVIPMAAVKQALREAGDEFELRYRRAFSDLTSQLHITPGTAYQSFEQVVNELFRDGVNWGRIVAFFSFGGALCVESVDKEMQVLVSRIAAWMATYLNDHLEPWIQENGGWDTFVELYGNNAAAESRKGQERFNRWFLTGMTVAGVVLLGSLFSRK
MCL1 BIM primary: inhibitors of MCL1 binding to BIM-BH3, primary screen, biochemical, fluorescence polarization | Induced myeloid leukemia cell differentiation protein Mcl-1 (Homo sapiens), Q07820 | GST-MCL1 / FITC-Bim-BH3 fluorescence polarization | inhibition, % at 10.9 µM | actives 0.68% (n = 320,000);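 active = inhibition above the mean inhibition of all tested compounds plus 3 SD, set per campaign, cut at about 40% in these data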;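 note: 0% = DMSO wells and 100% = unlabeled Bim-BH3 peptide control; higher means more loss of mP so more displacement of Bim peptide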
Target sequence (Q07820 whole entry, looked up): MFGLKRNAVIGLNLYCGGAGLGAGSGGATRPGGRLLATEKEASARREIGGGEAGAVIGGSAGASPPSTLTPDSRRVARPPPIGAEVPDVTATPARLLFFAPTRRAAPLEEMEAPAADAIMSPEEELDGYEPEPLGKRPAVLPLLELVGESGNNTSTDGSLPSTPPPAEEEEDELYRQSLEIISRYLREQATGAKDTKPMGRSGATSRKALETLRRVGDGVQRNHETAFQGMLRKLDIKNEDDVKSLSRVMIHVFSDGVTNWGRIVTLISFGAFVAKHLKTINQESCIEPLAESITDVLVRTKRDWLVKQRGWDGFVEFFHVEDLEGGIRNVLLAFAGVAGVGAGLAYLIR
AGP1-GFP MLPCN: modulators of AGP1-GFP expression in yeast TOR pathway, primary screen, cell-based, multiplex flow cytometry, S. cerevisiae, MLPCN library; 3 h; GFP as percent of DMSO wells; GFP response vs DMSO, % at 10 µM; actives 0.02% (n = 320,000); AID 2066, 2009;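 active = GFP response relative to DMSO above a set limit, near screen average plus 3 SD, cut at about 150% in these data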;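 note: median GFP channel fluorescence of the gated AGP1 strain per well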
MEX-5 binding: MEX-5 zinc finger RNA-binding disruptors – biochemical, C. elegans, fluorescence polarization, MLPCN library, primary screen | MEX-5/FITC-TCR2 RNA binding; active compounds read low | Zinc finger protein mex-5 (Caenorhabditis elegans), Q9XUB2 | activity score (negative = inhibition of binding), % at 10 µM | actives 0.38% (n = 300,000);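 active = inhibition past about -25% in most replicates, and total fluorescence under double the plate's negative control median, limit read from the data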;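 note: 0% = DMSO and -100% = 5 µM competing unlabeled TCR2 RNA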
Target sequence (Q9XUB2 whole entry, looked up): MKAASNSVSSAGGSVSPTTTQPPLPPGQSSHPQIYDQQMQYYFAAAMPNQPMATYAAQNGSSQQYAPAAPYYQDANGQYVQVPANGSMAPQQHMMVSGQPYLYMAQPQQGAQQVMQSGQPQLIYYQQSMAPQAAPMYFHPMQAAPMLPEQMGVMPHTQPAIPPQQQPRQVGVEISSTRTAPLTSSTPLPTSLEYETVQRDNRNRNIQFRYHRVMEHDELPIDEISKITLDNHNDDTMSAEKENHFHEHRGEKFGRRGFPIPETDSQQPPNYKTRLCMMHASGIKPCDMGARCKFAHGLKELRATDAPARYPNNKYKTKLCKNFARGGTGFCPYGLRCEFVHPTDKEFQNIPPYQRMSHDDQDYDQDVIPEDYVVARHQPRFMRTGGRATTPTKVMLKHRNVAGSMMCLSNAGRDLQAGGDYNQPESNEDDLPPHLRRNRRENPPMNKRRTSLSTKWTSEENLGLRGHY
GLD-1 RNA inh: GLD-1/TGE RNA complex disruptors, primary screen, biochemical, fluorescence polarization | Female germline-specific tumor suppressor gld-1 (Caenorhabditis elegans), Q17339 | purified GLD-1 + fluorescein TGE RNA | inhibition, % at 5.96 µM | actives 0.44% (n = 320,000) | AID 2280, 2010;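 active = percent inhibition above a per-plate cutoff, the plate mean of test compounds plus 3 SD, cut at about 30% in these data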;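 note: 0% = DMSO wells with GLD-1 and probe and 100% = wells lacking GLD-1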
CIT2 TOR yeast: modulators of CIT2-GFP expression in yeast, primary screen, S. cerevisiae, GFP fusion, multiplex flow cytometry, MLPCN library; S. cerevisiae CIT2-GFP strain, 3 h; 100 means same as DMSO wells; AID 2029, 2009; GFP response vs DMSO, % at 10 µM; actives 0.065% (n = 320,000);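 active = GFP response relative to DMSO above a set limit, near the screen mean plus 3 SD, cut at about 150% in these data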;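 note: ratio of well median GFP fluorescence to mean of DMSO wells on the plate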
CR mimetic SO: reduction of superoxide in aged yeast, primary screen, HTS | S. cerevisiae aged cells, superoxide DHE fluorescence; active compounds read low | superoxide response (% of plate mean), % at 10 µM | actives 0.18% (n = 330,000);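 active = superoxide response under a set limit, about three screen SD below normal, cut at about 65% in these data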;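 note: yeast aged for seven days with compound at 30 °C before DHE staining; 100% = average MFI of all compound-treated wells on the plate with controls excluded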
* hit, by the source's call; x = not tested or not shown.

SMILES	VLA-4 inh	GRK2 inh	BCLXL inh	MCL1 BIM primary	AGP1-GFP MLPCN	MEX-5 binding	GLD-1 RNA inh	CIT2 TOR yeast	CR mimetic SO
O=C1CN(C(=O)c2ccccc2F)C(c2ccccc2)c2cc(F)ccc2N1 (centres undefined)	14.3	1.0	-0.3	-7.4	97.2	1.6	2.5	106.9	85.6
COc1ccc(NC(=O)c2ccsc2NC(C)=O)cc1	2.5	0.0	10.3	4.7	94.6	0.6	3.8	x	101.9
COC(=O)c1sc2nc3c(cc2c1N)COC(C)(C)C3	4.9	2.0	4.1	5.6	101.7	1.3	-1.9	93.1	123.9
COc1cc(NC(=O)CSc2nc(C)cc(C)n2)cc(OC)c1OC	5.2	0.0	1.4	-1.0	107.0	-1.9	-0.5	93.7	93.5
CN(Cc1ccc(-n2cccn2)cc1)Cc1cn(C)nc1-c1ccccc1F	12.6	3.0	2.1	4.9	84.4	-1.9	-4.0	82.6	85.3
COc1ccccc1NC(=O)CSc1nnc(CSc2nc(C)cc(C)n2)o1	21.0	3.0	3.1	5.7	88.1	0.0	6.4	96.2	102.8
O=S(=O)(NCCc1ccncc1)c1ccc(S(=O)(=O)N2CCCCCC2)cc1	1.2	1.0	4.6	0.6	99.6	-0.1	5.4	93.2	92.6
COc1cc(OC)c(NS(=O)(=O)c2ccc3c(c2)NC(=O)CO3)cc1Cl	0.2	0.0	6.1	8.0	118.7	1.9	1.3	113.3	115.3
Cc1ccc(S(=O)(=O)NCCC(=O)NCC(c2cccs2)N(C)C)cc1C (centres undefined)	2.4	0.0	1.7	1.0	90.5	x	-1.4	88.5	106.7
Cc1ccc(NC(=O)CN2C(=O)N/C(=C/c3ccc(C)o3)C2=O)cc1	-5.8	0.0	20.4	30.8	100.8	-5.6	37.7*	103.5	96.5
CC(C)CCCN1CCN=C1Nc1ccccc1	-13.8	0.0	2.5	2.1	72.6	-0.4	4.4	66.6	109.0
Cc1ccc(-c2csc(NC(=O)CSc3ncn(-c4ccccc4)n3)n2)cc1	-6.8	0.0	4.2	-3.7	99.7	-4.6	1.4	93.2	115.1

The final 2 compounds of the part above open the next one.
SMILES	VLA-4 inh	GRK2 inh	BCLXL inh	MCL1 BIM primary	AGP1-GFP MLPCN	MEX-5 binding	GLD-1 RNA inh	CIT2 TOR yeast	CR mimetic SO
CC(C)CCCN1CCN=C1Nc1ccccc1	-13.8	0.0	2.5	2.1	72.6	-0.4	4.4	66.6	109.0
Cc1ccc(-c2csc(NC(=O)CSc3ncn(-c4ccccc4)n3)n2)cc1	-6.8	0.0	4.2	-3.7	99.7	-4.6	1.4	93.2	115.1
CC(C)(C)NC(=O)CSc1nc2ccc(Nc3nc(N4CCOCC4)nc(N4CCOCC4)n3)cc2s1	0.2	0.0	2.6	-10.9	96.8	2.5	7.4	98.0	94.1
Cc1cnc(CNC(=O)CC2C(=O)NCCN2Cc2ccccc2C(F)(F)F)cn1 (centres undefined)	-9.7	4.0	34.6*	37.1	109.7	-14.5	26.5	115.4	98.2
Cc1ccc(C2=NC(C)(C)N=C2SCC(=O)Nc2ccc(Cl)cc2)cc1	6.6	0.0	1.0	4.7	94.0	-0.1	5.1	81.6	94.8
CC(C)(C)C(=O)N1N=C(c2ccc(NS(C)(=O)=O)cc2)CC1c1cccs1 (centres undefined)	-4.2	7.0	3.2	4.6	100.0	3.9	-4.7	101.2	103.8
COc1ccc(N2CCN(C(=O)CSc3nnc(C)c(=O)[nH]3)CC2)cc1	1.4	0.0	11.4	14.2	114.9	-0.9	1.5	100.6	100.1
CS(=O)(=O)NCc1ccccc1Br	-9.4	0.0	5.5	3.8	97.9	x	1.3	99.8	86.0
O=C(CCS(=O)(=O)c1ccccc1)Nc1cccc(-c2nc3ccccc3s2)c1	6.0	3.0	2.5	1.7	95.0	-0.7	5.3	97.9	84.7
CCn1ncc(/C=N\NC(=O)Cc2ccc([N+](=O)[O-])cc2)c1C	-1.3	2.0	5.0	-9.2	90.5	-0.6	10.7	94.4	125.4
COc1cccc(CNc2ccc3[nH]c(=O)[nH]c3c2)c1OCc1ccc(F)cc1	-1.0	2.0	x	x	104.9	-1.2	x	101.6	103.2
O=C(CSc1nnc(Cc2csc(Nc3cccc(Cl)c3)n2)o1)N1CCc2ccccc21	16.1	1.0	18.5	22.4	92.7	2.3	3.7	87.6	111.1
CCOC(=O)c1c(CN2CCN(C)CC2)oc2ccc(O)cc12	7.5	0.0	5.2	2.9	101.6	-2.4	-3.5	97.7	97.6
COc1ccc(-c2ccnc3cc(C(=O)O)nn23)cc1	11.6	1.0	9.3	3.3	104.0	-2.3	-2.0	105.0	85.6
O=C(NCc1ccco1)c1ccc2c(c1)OCCO2	3.2	0.0	-0.5	0.0	99.5	2.4	1.5	97.0	111.4
Oc1c(Br)cc(Br)cc1CNc1cnc2ccccc2c1	-1.2	0.0	5.8	5.3	86.1	-1.4	12.2	78.8	100.7
O=C(N/N=C/c1cccc(F)c1)c1c(O)c2c([nH]c1=O)CCCC2	8.1	0.0	4.1	4.0	103.4	1.7	5.4	102.8	111.8
CC(C)NC(=O)CCc1nc2cccnc2n1-c1ccccc1	4.8	0.0	2.5	-0.1	107.8	-3.2	3.7	101.3	104.6
Brc1ccccc1OCCNCc1ccccc1	-0.5	0.0	4.7	-0.3	97.7	-2.0	9.1	101.2	90.0
CCOC(=O)c1[nH]c2ccccc2c1NC(=O)c1ccc(S(=O)(=O)N(C)C)cc1	-10.8	0.0	1.0	-0.2	103.0	-0.9	-1.3	91.4	91.5
O=C(NNc1ccc(Cl)cc1)C1CCC1	10.8	0.0	5.2	-3.6	105.2	-0.6	3.1	102.6	92.2
COc1ccccc1NC(=O)NCCN1C(=O)C2C3C=CC(C3)C2C1=O (centres undefined)	-2.7	1.0	-0.1	-0.9	101.2	1.4	-2.1	106.0	102.6
COc1ccccc1CCNC(=O)c1ccc(Br)s1	1.5	0.0	6.3	12.5	106.7	2.5	-4.5	95.0	103.2
Cc1ccc(C)c(OCc2cc(C(=O)NC3CCN(Cc4ccccc4)CC3)no2)c1	16.2	0.0	4.1	3.4	102.2	1.9	4.8	97.6	120.6
Cc1c(NC(=O)c2cc3nc(-c4ccccc4)cc(C)n3n2)c(=O)n(-c2ccccc2)n1C	21.1	1.0	2.5	7.0	105.9	-1.4	2.7	104.5	93.7
O=C(NCCc1ccccc1)c1cnc2ccccc2n1	6.0	0.0	0.7	0.9	85.5	-2.0	-0.7	91.9	85.7
CC(OC1=CC(=O)CCC1)C(=O)c1ccccc1 (centres undefined)	8.1	1.0	10.4	4.8	109.4	2.5	-0.8	100.5	90.8
O=C(NCCCN1CCOCC1)c1ccccc1N1C(=O)[C@@H]2Cc3c([nH]c4ccccc34)C(c3ccc(F)cc3)N2C1=O (some centres undefined)	-5.7	0.0	2.0	1.1	105.9	-0.1	3.2	107.0	95.5
COC(=O)C1=C(C)Nc2nnnn2C1c1ccccc1Cl (centres undefined)	7.3	1.0	0.5	4.8	103.4	-1.4	1.6	95.0	91.6
S=c1nc(C2CCCCC2)n(-c2ccccc2)[nH]1	2.8	1.0	3.3	3.4	90.5	-1.4	0.2	103.7	113.4
COc1ccc(NC(=O)CSc2ccccc2)cn1	1.0	1.0	26.3	31.1	93.3	-7.0	23.0	88.3	94.6
CC[n+]1cccc(-c2nc3ccccc3s2)c1	-5.9	15.0	-12.5	-16.6	107.7	-4.1	1.0	120.5	84.9
O=C(NC1CCCCC1)N(CCN1CCOCC1)Cc1cc2cc3c(cc2[nH]c1=O)OCCO3	6.0	0.0	5.6	7.3	106.7	-1.7	0.8	104.1	85.8
CN(C)c1oc(-c2ccc(OCc3ccccc3)cc2)nc1C#N	-11.9	0.0	5.3	4.9	104.5	-1.0	4.3	108.0	103.5
O=C(/C=C/c1ccco1)NCC(=O)N/N=C/c1ccccc1[N+](=O)[O-]	4.6	1.0	2.0	9.2	99.7	0.4	-5.4	102.9	97.7
CCOC(=O)C1=C(O)C(=O)N(c2ccc(S(N)(=O)=O)cc2)C1c1ccc(Cl)cc1 (centres undefined)	9.8	0.0	7.9	3.8	101.0	-1.4	2.9	105.2	105.9
CC(/C=C/c1ccccc1)=N/NC(=O)c1cnccn1	2.8	0.0	-3.8	-3.5	99.5	0.7	-11.9	97.6	103.7
CCCCn1c(N)c(N(CCOC)C(=O)c2cc(-c3ccc(OC)cc3)nc3ccccc23)c(=O)[nH]c1=O	0.5	3.0	-4.1	-4.4	109.3	-2.9	9.3	98.4	100.5

The last 2 records of the section before lead into the next:
SMILES	VLA-4 inh	GRK2 inh	BCLXL inh	MCL1 BIM primary	AGP1-GFP MLPCN	MEX-5 binding	GLD-1 RNA inh	CIT2 TOR yeast	CR mimetic SO
CC(/C=C/c1ccccc1)=N/NC(=O)c1cnccn1	2.8	0.0	-3.8	-3.5	99.5	0.7	-11.9	97.6	103.7
CCCCn1c(N)c(N(CCOC)C(=O)c2cc(-c3ccc(OC)cc3)nc3ccccc23)c(=O)[nH]c1=O	0.5	3.0	-4.1	-4.4	109.3	-2.9	9.3	98.4	100.5
N#CC12CCCCC1CC1CCCCC1(C#N)N2CCO (centres undefined)	16.7	4.0	1.2	6.8	97.1	1.7	2.6	98.9	108.4
O=C(CC1C(=O)N(c2ccccc2)C(=O)N1C1CCCCC1)Nc1ccccc1 (centres undefined)	18.2	1.0	6.0	2.6	106.0	1.9	1.7	99.9	116.3
Cc1cc(C)cc(NC(=S)N(CCN2CCCCC2)Cc2ccco2)c1	-3.9	0.0	4.6	7.3	92.8	0.8	8.6	97.4	93.9
COC(=O)c1cc(Br)ccc1NC(=O)CSCc1c(C)noc1C	-4.9	1.0	0.8	-0.1	93.7	x	0.4	82.2	105.7
CC(C)Nc1nc(C#N)nc(NC(C)C)n1	1.5	2.0	1.8	5.2	96.3	0.7	0.2	79.2	116.2
O=C(COc1ccccc1)NCC(c1ccco1)N1CCN(c2ccc(F)cc2)CC1 (centres undefined)	2.0	0.0	-2.0	1.7	110.1	1.2	-3.6	109.8	97.2
Cc1cccc(NC(=O)CN2C(=O)CSC2=O)c1	11.1	0.0	3.2	5.6	103.5	0.7	6.5	104.0	99.1
COc1ccc(Nc2nnc(C)c(=O)[nH]2)c(OC)c1	2.4	0.0	1.9	-6.6	105.8	2.3	2.4	101.5	102.1
O=C(CCC1CCCCC1)NCCN1C2=NC[C@H](Cc3ccc(O)cc3)N2C[C@H]1Cc1ccc(O)cc1	x	x	3.7	3.3	x	-1.9	7.3	x	x
CCOC(=O)c1ccc(NC(=O)C2CC(=O)N(c3ccc4c(c3)OCCO4)C2)cc1 (centres undefined)	6.0	0.0	5.5	4.1	102.4	x	0.1	105.8	90.1
N#Cc1cc2c(nc1SCC(=O)N1CCOCC1)CCCCC2	10.8	4.0	2.5	14.1	96.1	-2.4	2.1	95.4	88.1
COc1ccccc1NC(=O)Cn1cnc2c(cnn2-c2ccccc2)c1=O	9.0	1.0	1.8	-7.4	99.4	0.5	8.3	101.7	108.9
